From PubChem BioAssay
12-LOX inh: Primary qHTS assay for inhibitors of human arachidonate 12S-lipoxygenase (ALOX12): Round 2; Polyunsaturated fatty acid lipoxygenase ALOX12 (Homo sapiens), P18054; purified 12hLO, xylenol orange hydroperoxide absorbance; Potency, µM (series often up to 108 µM), for the others: at the top dose activity change, negative = inhibition, actives largely listed as inhibitors; actives 1.1% (n = 580,000); AID 1671190, 2021; also: % is scaled to controls: 0 for no effect and ±100 for the full control effect
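Purified human 12hLO at 150 nM in 25 mM Hepes, 0.01% Triton X-100, pH 7.0, preincubated 15 min at room temperature with compound. Reaction started with 40 uM arachidonic acid, 30 min at room temperature. Hydroperoxide measured by Fe-xylenol orange, 573/405 nm absorbance ratio.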
IDH1 R132H inh: qHTS for Inhibitors of mutant isocitrate dehydrogenase 1 (IDH1): qHTS; Potency, µM (doses to about 76.6 µM), without a hit: at the highest dose activity change, negative = inhibition, most hits filed as inhibitors; IDH1-R132H enzyme, NADPH consumption, diaphorase/resazurin fluorescence; actives 0.093% (n = 390,000); Isocitrate dehydrogenase [NADP] cytoplasmic (Homo sapiens), O75874; also: % is scaled to controls: 0 for no effect and ±100 for the full control effect; nearly all actives have a fitted effect of over 65% in size
Target sequence (O75874 whole entry R132H, stated change not applied): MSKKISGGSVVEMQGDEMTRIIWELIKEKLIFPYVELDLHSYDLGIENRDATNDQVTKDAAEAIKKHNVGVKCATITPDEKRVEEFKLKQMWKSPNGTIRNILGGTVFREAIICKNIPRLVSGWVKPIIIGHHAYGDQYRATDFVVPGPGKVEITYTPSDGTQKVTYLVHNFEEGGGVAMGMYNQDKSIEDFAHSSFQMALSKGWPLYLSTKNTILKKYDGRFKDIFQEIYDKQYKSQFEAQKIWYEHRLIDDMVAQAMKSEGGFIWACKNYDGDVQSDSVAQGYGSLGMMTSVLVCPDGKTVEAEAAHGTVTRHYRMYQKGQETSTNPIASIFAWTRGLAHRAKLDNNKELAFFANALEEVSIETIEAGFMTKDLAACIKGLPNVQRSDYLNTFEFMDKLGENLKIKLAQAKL
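IDH1-R132H (0.5 ug/mL) preincubated 30 min with compound, then NADPH (0.016 mM) and alpha-KG (2 mM) added; 80 min at RT, pH 7.5. Remaining NADPH coupled via diaphorase/resazurin to fluorescence (540/590 nm); concentration-response curves normalized to no-enzyme control.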
USP1-UAF1 inh: Inhibitors of USP1/UAF1: Primary Screen | Ubiquitin carboxyl-terminal hydrolase 1 (Homo sapiens), O94782 | recombinant USP1/UAF1, Ub-Rhodamine cleavage fluorescence | Potency, µM (highest dose often 57.1 µM), without a hit: at the highest dose activity change, negative = inhibition, most hits filed as inhibitors | actives 0.23% (n = 390,000) | AID 743255, 2014; also: % is scaled to controls: 0 for no effect and ±100 for the full control effect; nearly all actives have a fitted effect of over 60% in size; inactives centre near -12
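Step one: compound is pinned into 1nM USP1/UAF1 in HEPES pH 7.8 buffer with TCEP. Step two: 15 min room-temperature incubation. Step three: Ub-Rho (150nM final) starts cleavage, tracked by fluorescence over six one-minute reads.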
TrxR1 inh: qHTS Assay for Inhibitors of Mammalian Selenoprotein Thioredoxin Reductase 1 (TrxR1): qHTS; Potency, µM (highest dose often 114 µM), inactives show at the top dose activity change, negative = inhibition, usual class: inhibitors; AID 588453, 2011; Thioredoxin reductase 1, cytoplasmic (Rattus norvegicus), O89049; recombinant rTrxR1, NADPH fluorescence consumption, selenite substrate; actives 1% (n = 390,000); also: % is scaled to controls: 0 for no effect and ±100 for the full control effect; nearly all actives have a fitted effect of over 65% in size
Target sequence (O89049 whole entry, looked up): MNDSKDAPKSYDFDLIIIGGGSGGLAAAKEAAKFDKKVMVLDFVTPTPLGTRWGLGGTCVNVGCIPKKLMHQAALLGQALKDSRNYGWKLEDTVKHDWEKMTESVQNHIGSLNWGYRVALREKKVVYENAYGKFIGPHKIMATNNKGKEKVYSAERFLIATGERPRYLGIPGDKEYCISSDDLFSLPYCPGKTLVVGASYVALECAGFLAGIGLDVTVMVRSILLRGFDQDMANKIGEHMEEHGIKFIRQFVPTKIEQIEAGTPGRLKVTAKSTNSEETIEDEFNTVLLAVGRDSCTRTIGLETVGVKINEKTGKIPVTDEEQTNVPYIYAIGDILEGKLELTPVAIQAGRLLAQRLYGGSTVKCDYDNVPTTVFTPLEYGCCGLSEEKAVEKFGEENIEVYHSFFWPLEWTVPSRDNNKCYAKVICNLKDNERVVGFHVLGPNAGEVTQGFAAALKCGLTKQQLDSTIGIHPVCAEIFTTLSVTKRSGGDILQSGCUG
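Rat TrxR1 (90 nM in the dispensed reagent) was pre-reduced with 400 uM NADPH for 5 min at room temperature, then incubated with compound for 15 min. After 400 uM selenite was added, NADPH fluorescence (Ex 340/Em 450 nm) was followed for 8 min.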
TrxR1 substrate: qHTS Assay for Substrates of Mammalian Selenoprotein Thioredoxin Reductase 1 (TrxR1): qHTS; actives 0.01% (n = 390,000); Potency, µM (top dose mostly 114 µM), without a hit: at the highest dose activity change, negative = substrate turnover; AID 588456, 2011; purified TrxR1 substrate turnover, NADPH consumption readout; also: % is scaled to controls: 0 for no effect and ±100 for the full control effect; nearly all actives have a fitted effect of over 50% in size
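Rat TrxR1, dispensed at 90 nM, was prereduced with 400 uM NADPH (final) for 5 min at ~22 deg C, then incubated with compound 15 min before 400 uM selenite. A first-read NADPH fluorescence drop versus no-compound background flagged substrates.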
Vif-APOBEC3F blk: qHTS for Inhibitors of Vif-A3F Interactions: qHTS. HeLa A3F-eYFP + Vif (tagged APOBEC3F with the HIV-1 protein that degrades it), YFP fluorescence increase. Potency, µM (highest dose often 46.1 µM), without a hit: at the top dose activity, negative = active. actives 0.2% (n = 390,000). AID 602313, 2012; also: % of control where 0% means no effect; nearly all actives have a fitted effect of over 65% in size
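HeLa cells stably expressing Vif plus C-terminally eYFP-tagged A3F were seeded, incubated overnight at 37 deg C, dosed with compound, incubated overnight again at 37 deg C. Yellow fluorescence (Ex 488/Em 500-530) reported blocked Vif-mediated A3F-eYFP degradation.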
Vif-APOBEC3G blk: qHTS for Inhibitors of Vif-A3G Interactions: qHTS | Potency, µM (series often up to 46.1 µM), for inactives: at the highest dose activity, negative = active, most hits filed as inhibitors | actives 0.076% (n = 410,000) | HeLa A3G-eYFP + Vif (tagged APOBEC3G with the HIV-1 protein that degrades it), YFP fluorescence, overnight | DNA dC->dU-editing enzyme APOBEC-3G (Homo sapiens), Q9HC16;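 also: % is scaled to controls: 0 for no effect and ±100 for the full control effect; nearly all actives have a fitted effect of over 60% in size; hits raise eYFP signal because A3G escapes Vif-driven loss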
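Read-out is eYFP fluorescence (Ex 488/Em 500-530) from Vif-expressing HeLa A3G-eYFP cells; more signal means A3G escaped Vif-mediated degradation. Cells plated overnight, compound pinned in, incubated overnight at 37 deg C.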
RXFP1 ag: qHTS Assay for Agonists of the Relaxin Receptor RXFP1; Relaxin receptor 1 (Homo sapiens), Q9HBX9; HEK293T-RXFP1 cAMP TR-FRET, 30 min; response scale: percent of porcine relaxin response, buffer zero; Potency, µM (top dose mostly 57.5 µM), without a hit: at the top dose activation, most hits filed as activators; actives 0.3% (n = 370,000); also: % is scaled to controls: 0 for no effect and ±100 for the full control effect; nearly all actives have a fitted effect of over 60% in size; many of its hits are not listed in these tables
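HEK293T cells stably expressing RXFP1 were pretreated with the PDE4 inhibitor Ro 20174, exposed to compounds for 30 min at 37C, lysed, and cAMP was read by TR-FRET. Data normalized to buffer (basal) and 29 nM porcine relaxin (100%).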
RGS4 inhibitor: Inhibitors of Regulator of G Protein Signaling (RGS) 4: qHTS. Regulator of G-protein signaling 4 (Homo sapiens), P49798. Transcreener GDP fluorescence polarization, RGS4-accelerated GTP hydrolysis. Potency, µM (titrated, usually from 114 µM), for inactives: at the highest dose activity change, negative = inhibition, most hits filed as inhibitors. actives 0.039% (n = 390,000); also: % is scaled to controls: 0 for no effect and ±100 for the full control effect; nearly all actives have a fitted effect of over 75% in size; some results filed as inactive show a strong effect at the top dose
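MLSMR compounds (23 nl, pin-transferred) preincubated 10 min at room temperature with a 500nM (2x) first reagent, then RGS4 at 900nM (2x) plus Transcreener GDP mix added; fluorescence polarization (620/688 nm) read before and after 90 min at 30 °C.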
* hit, by the source's call; ? = inconclusive; . = not tested or not shown; [ ] = remark or other dose. Calls follow the shape of the dose curve; as a rule, active = well fitted curve in the direction sought with a large enough effect; inconclusive = small, poorly fitted or top-dose-only effect, or another doubt; inactive = no such curve, though single readings can be large; an effect the other way counts as inactive or inconclusive. Potency is read from the fitted curve at half-maximal effect.

Molecule	12-LOX inh	IDH1 R132H inh	USP1-UAF1 inh	TrxR1 inh	TrxR1 substrate	Vif-APOBEC3F blk	Vif-APOBEC3G blk	RXFP1 ag	RGS4 inhibitor
Cc1cc(C)cc(C(=O)Nc2c3c(nn2C(C)(C)C)CS(=O)(=O)C3)c1	18%	-5%	-7%	19%	1%	0%	3%	1.3%	34%
CCc1ccc(NC(=O)CSc2nnc(Cc3cccn3C)n2-c2ccc(F)cc2)cc1	100%	9%	-16%	12%	-7%	-1%	0%	-0.4%	0%
CCOCc1cc(CN2CCN(c3cccc(Cl)c3)CC2)c(O)c2ncccc12	7%	-7%	-11%	-14%	0%	3%	4%	2.9%	25%
CCOc1ccc(-n2cc(C(=O)Nc3ccccc3OCC)c3cc(OC)c(OC)cc3c2=O)cc1	-14%	8%	-14%	20%	0%	0%	-3%	?	3%
Cc1ccc(NC(=O)Cn2nc(C(=O)O)c3ccccc3c2=O)cc1S(=O)(=O)N1CCCCCC1	-27%	2%	-20%	-3%	-6%	1%	-4%	.	-20%
Cc1nc(N2CCN(c3ccccn3)CC2)c2c(C)c(C(=O)N3CCN(c4ccccc4F)CC3)sc2n1	-9%	-18%	-14%	7%	6%	17%	6%	0.2%	7%
Cc1ccccc1CCNC(=O)c1ccc2c(c1)nc1n2CCC(C)C1 (stereo not drawn)	-12%	-1%	0%	15%[57.1 µM]	2%[57.1 µM]	-4%	4%	15%	15%
CCCn1cc(S(=O)(=O)c2ccc(C)cc2)c(=O)c2cc(OC)ccc21	-2%	-1%	-13%	7%	-1%	1%	-1%	1.4%	16%
Cc1ccc(NC(=O)c2nc[nH]c2C(=O)N2CCOCC2)c(C(=O)c2ccccc2)c1	9%	-2%	-2%	0%	-4%	-4%	2%	-0.5%	23%
CCOC(=O)N1CCN(C(=O)CSCC(=O)Nc2nc(-c3ccccc3)cs2)CC1	3%	1%	-4%	-4%	-9%	5%	1%	-1.2%	-4%
Cc1csc(SCc2c(C(=O)O)oc3ccccc23)n1	-11%	10%	-4%	-15%	-3%	6%	3%	-0.4%	-27%
COc1cccc(C(=O)N(Cc2cccc(Cl)c2)Cc2ccco2)c1	-24%	.	2%	10%	-3%	.	.	1.0%	-7%
CC1CCCN(S(=O)(=O)c2ccc3c(c2)c(=O)nc2ccc(Cl)cn23)C1 (stereo not drawn)	-22%	11%	-19%	19%	32%[activator]	-12%	-1%	0.9%	18%[11.4 µM]
Cn1c(CNC(=O)CSc2n[nH]c(-c3ccccc3)n2)nc2ccccc21	-10%	-22%	?	16%[57.1 µM]	0%[57.1 µM]	8%	-8%	-1.9%	23%
Cc1[nH]c2ccc(F)cc2c1CCN1C(=O)OC(C)(C)C1(C)O (stereo not drawn)	-9%	3%	-10%	10%	8%	-5%	1%	9.6%	-1%
COc1cc(/C=C2\COC/C(=C\c3cc(OC)c(OC)c(OC)c3)C2=O)cc(OC)c1OC	141%[activator]	-4%	-26%	-33%	-10%	-4%	?	14%	?
NC(=O)CC(NC(=O)Cc1ccc(Br)cc1)c1ccc(NCCN2CCCCC2)c([N+](=O)[O-])c1 (stereo not drawn)	3%	-3%	-13%	3%	-2%	2%	4%	-0.9%	-8%
CCOC(=O)C1=C(CC)Nc2ccccc2N=C1NC(=O)c1ccc(OC)c(S(=O)(=O)N2CCCCC2C)c1 (stereo not drawn)	-6%	8%	-27%	22%	-4%	5%	-1%	-0.4%	7%
Cn1cc([N+](=O)[O-])c(C(=O)N(Cc2ccccc2)Cc2ccccc2)n1	4%	4%	-16%	-6%	-7%	8%	-2%	0.6%	16%
O=C1Nc2ccccc2O/C1=C\c1ccccc1Br	-7%	12%	0%	34%	46%[activator]	4%	-2%	5.1%	3%
O=C(CN1CCSCC1)N/N=C/c1ccc(F)cc1	?	0%	-4%	29%	11%	-6%	-1%	2.0%	3%
C=CCN(c1ccccc1)S(=O)(=O)c1ccc(Cl)c(C(=O)OCC(=O)N(C)C2CCS(=O)(=O)C2)c1 (stereo not drawn)	5%	18%	?	6%[57.1 µM]	-9%	-11%	-1%	0.7%	4%
Cc1ccc(CN2CCNC(=O)C2CC(=O)N(C)CCc2cnn(C)c2)cc1 (stereo not drawn)	-8%	1%	-14%	-12%	5%	-2%	-1%	-0.7%	-1%
CCOC(=O)c1cnc2c(ccc3ccccc32)c1NCCN(C)C	0%	9%	-1%	15%	8%	2%	7%	3.1%	8%
CC(C)NC(=O)NC(=O)CSc1ccccc1F	-14%	-1%	-20%	16%	0%	-13%	-1%	-0.8%	18%
CCCc1cc(=O)[nH]c(SC/C=C/c2ccccc2)n1	0%	7%	-8%	-6%	-5%	-30%	-8%	.	-8%
Fc1cccc(Cl)c1CSc1ccc(-c2ccco2)nn1	?	9%	-20%	0%[57.1 µM]	-3%[57.1 µM]	0%	-3%	0.7%	-37%
CC(C)c1ccc(NC(=S)NC2CCN(Cc3ccccc3)CC2)cc1	?	4%	-16%	-7%	0%	-6%	2%	0.4%	-20%
O=C(Nc1nnc2n1CCS2)c1ccc(Br)o1	-2%	-3%	-9%	13%	-2%	-23%	1%	2.4%	38%
CC(C)(Oc1ccc(Cl)cc1)C(=O)Nc1ccc(-c2nc3ncccc3o2)cc1	-2%	-3%	-4%	37%[activator]	64%[activator]	-5%	-1%	-1.9%	6%

Of the compounds above, these contain a Cl atom.
Molecule	12-LOX inh	IDH1 R132H inh	USP1-UAF1 inh	TrxR1 inh	TrxR1 substrate	Vif-APOBEC3F blk	Vif-APOBEC3G blk	RXFP1 ag	RGS4 inhibitor
CCOCc1cc(CN2CCN(c3cccc(Cl)c3)CC2)c(O)c2ncccc12	7%	-7%	-11%	-14%	0%	3%	4%	2.9%	25%
COc1cccc(C(=O)N(Cc2cccc(Cl)c2)Cc2ccco2)c1	-24%	.	2%	10%	-3%	.	.	1.0%	-7%
CC1CCCN(S(=O)(=O)c2ccc3c(c2)c(=O)nc2ccc(Cl)cn23)C1 (stereo not drawn)	-22%	11%	-19%	19%	32%[activator]	-12%	-1%	0.9%	18%[11.4 µM]
C=CCN(c1ccccc1)S(=O)(=O)c1ccc(Cl)c(C(=O)OCC(=O)N(C)C2CCS(=O)(=O)C2)c1 (stereo not drawn)	5%	18%	?	6%[57.1 µM]	-9%	-11%	-1%	0.7%	4%
Fc1cccc(Cl)c1CSc1ccc(-c2ccco2)nn1	?	9%	-20%	0%[57.1 µM]	-3%[57.1 µM]	0%	-3%	0.7%	-37%
CC(C)(Oc1ccc(Cl)cc1)C(=O)Nc1ccc(-c2nc3ncccc3o2)cc1	-2%	-3%	-4%	37%[activator]	64%[activator]	-5%	-1%	-1.9%	6%

Next part
Molecule	12-LOX inh	IDH1 R132H inh	USP1-UAF1 inh	TrxR1 inh	TrxR1 substrate	Vif-APOBEC3F blk	Vif-APOBEC3G blk	RXFP1 ag	RGS4 inhibitor
COc1ccc(-c2ccc(CCC(=O)O)n2NC(=O)c2ccc(O)cc2)cc1	-22%	5%	-18%	-11%	-1%	-9%	2%	-0.3%	-1%
Cc1nc(SCc2ccccc2)c(C(F)(F)F)c(=O)[nH]1	0%	-1%	-2%	-11%	-7%	3%	2%	-0.1%	-10%[11.4 µM]
CC1CN(C(=S)SCCN2Cc3ccccc3C2=O)CC(C)O1 (stereo not drawn)	-14%	10%	-9%	17%[57.1 µM]	10%[57.1 µM]	-12%	-1%	0.0%	19%
Nc1ncnc2c1ncn2C1C=C(CO)C(O)C1O (stereo not drawn)	.	5%	-15%	8%[11.4 µM]	16%[57.1 µM]	-28%	-10%	.	39%

Ordered by value in Vif-APOBEC3G blk (largest number first): some entries from above.
Compound	Vif-APOBEC3G blk
COc1ccc(-c2ccc(CCC(=O)O)n2NC(=O)c2ccc(O)cc2)cc1	2%
CC1CN(C(=S)SCCN2Cc3ccccc3C2=O)CC(C)O1 (stereo not drawn)	-1%
Nc1ncnc2c1ncn2C1C=C(CO)C(O)C1O (stereo not drawn)	-10%

These rows are one share of the data; rates above refer to the full screens.
